Screening results deposited in PubChem by National Center for Advancing Translational Sciences (NCATS).
NPSR antagonist = neuropeptide S receptor (human) antagonism, cAMP | Q6W5P4 | CHO-NPSR cells, cAMP TR-FRET, antagonist mode | Potency, µM (top dose mostly 38.3 µM), for inactives: top-dose activity change, negative = inhibition, hits mostly inhibitors | hit rate 1% among 220,000; note: potency is the fitted concentration of half-maximal effect; % is set by controls: 0 for no effect and ±100 for the full control effect; nearly all actives have a fitted effect of over 50% in size; many of its hits are not listed in these tables
Target sequence (Q6W5P4 whole entry, looked up): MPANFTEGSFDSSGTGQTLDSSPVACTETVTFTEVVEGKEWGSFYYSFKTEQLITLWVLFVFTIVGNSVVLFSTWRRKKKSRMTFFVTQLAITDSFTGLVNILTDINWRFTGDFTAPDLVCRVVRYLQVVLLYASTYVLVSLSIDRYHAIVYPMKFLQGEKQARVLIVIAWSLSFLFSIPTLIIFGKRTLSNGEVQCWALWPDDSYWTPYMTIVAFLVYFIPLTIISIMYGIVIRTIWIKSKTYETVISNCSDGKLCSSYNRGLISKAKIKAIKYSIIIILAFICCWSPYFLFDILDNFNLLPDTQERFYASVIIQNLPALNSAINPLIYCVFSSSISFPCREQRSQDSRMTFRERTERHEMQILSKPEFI
Epigenetic derep = regulators of epigenetic silencing causing reporter derepression in mouse cells | hit rate 0.2% among 280,000 | murine LDR cells, GFP reporter derepression, 30 h | Potency, µM (titrated, usually from 53.9 µM), for inactives: at the highest dose GFP activation, hits mostly activators; note: potency is the fitted concentration of half-maximal effect; % of control where 0% means no effect; nearly all actives have a fitted effect of over 60% in size
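In this reporter-derepression format, murine cells bearing a silenced integrated CMV-GFP locus incubate with test compound (30 h, 37 C), then are washed and imaged; fluorescent objects of 20–120 um count as induced cells.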
KinaseGlo FLuc = blocks Kinase-Glo luciferase, a counter-screen artifact | Kinase-Glo luciferase, ATP luminescence, 8 min | Potency, µM (highest dose often 38.3 µM), for the others: top-dose activity change, negative = inhibition, actives largely listed as inhibitors | Q27757 | hit rate 0.28% among 200,000 | AID 1379; note: potency is the fitted concentration of half-maximal effect; % is set by controls: 0 for no effect and ±100 for the full control effect; nearly all actives have a fitted effect of over 60% in size
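Substrate mix (final 50 mM imidazole pH 7.2, 50 mM KCl, 7 mM MgCl2, 10 uM ATP, 0.01% Tween 20, 0.05% BSA) plus pin-tool compound, then Kinase-Glo detection mix; 8 min ambient, luminescence read.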
IMPase Li cell = IMPase inhibition in cells with lithium potentiation | CHO-M1 cells, IP1 TR-FRET (IP-One), carbachol + lithium | Potency, µM (series often up to 59.4 µM), for the others: at the highest dose activity, negative = IMPase inhibition, actives largely listed as inhibitors | hit rate 0.35% among 210,000;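 note: IP1 builds up when IMPase is blocked and the TR-FRET signal falls; potency is the fitted concentration of half-maximal effect; plate controls were basal vehicle for no effect and high inhibitor control for full effect; nearly all actives have a fitted effect of over 50% in size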
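CHO cells stably expressing M1 receptor (2000/well) were cultured 16–30 h, then exposed to compounds with a small lithium addition for 30 min at 37C. IP1 was measured by TR-FRET competition; AC50 from Hill fits.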
Lamin A splicing = modulators of lamin A splicing; hit rate 0.01% among 200,000; HeLa LMNA splicing GFP/RFP minigene ratio, 48 h; Potency, µM (doses to about 46.1 µM), for the others: top-dose ratio change, negative = inhibition, most hits filed as inhibitors; active = well fitted inhibition curve with a large enough effect in the signal ratio, with a control signal flat, not every such curve was filed as active; inconclusive = small, poorly fitted or top-dose-only effect, or effect the other way, or a change in a side signal; the % refers to the signal ratio; note: potency is the fitted concentration of half-maximal effect; % is set by controls: 0 for no effect and ±100 for the full control effect
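S3 HeLa cells stably expressing lamin A-EGFP splicing minigene plus DsRed2, 600 cells/well, 48 h compound exposure at 37C. Laser-scanning cytometry; analysed as GFP (500-530 nm)/RFP (575-640 nm) total intensity ratio; 0.5% DMSO vehicle.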
HTT aggregate = reduces HttQ103-GFP aggregates in PC12 cells; PC12 HttQ103-GFP aggregates, Acumen cytometry, 40 h; hit rate 1.1% among 220,000; Potency, µM (series often up to 46.1 µM), for the others: at the top dose activity change, negative = inhibition, actives largely listed as inhibitors; note: potency is the fitted concentration of half-maximal effect; % is set by controls: 0 for no effect and ±100 for the full control effect; nearly all actives have a fitted effect of over 60% in size
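Huntingtin Q103 exon 1–GFP aggregates in induced PC12 cells (100 nM tebufenozide) were quantified by cytometry from lysates, with compounds dosed in titration.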
CBFb-RUNX1 inh = inhibitors of human CBF-beta and RUNX1 interaction; 230,000 tested, under 10 active; AlphaScreen CBFb-His/RUNX1-biotin binding, biochemical; Potency, µM (series often up to 59.8 µM), for inactives: at the highest dose activity, negative = inhibition, actives largely listed as inhibitors; Q01196+Q13951; note: % of control where 0% means no effect
Target sequence (Q01196 whole entry, looked up): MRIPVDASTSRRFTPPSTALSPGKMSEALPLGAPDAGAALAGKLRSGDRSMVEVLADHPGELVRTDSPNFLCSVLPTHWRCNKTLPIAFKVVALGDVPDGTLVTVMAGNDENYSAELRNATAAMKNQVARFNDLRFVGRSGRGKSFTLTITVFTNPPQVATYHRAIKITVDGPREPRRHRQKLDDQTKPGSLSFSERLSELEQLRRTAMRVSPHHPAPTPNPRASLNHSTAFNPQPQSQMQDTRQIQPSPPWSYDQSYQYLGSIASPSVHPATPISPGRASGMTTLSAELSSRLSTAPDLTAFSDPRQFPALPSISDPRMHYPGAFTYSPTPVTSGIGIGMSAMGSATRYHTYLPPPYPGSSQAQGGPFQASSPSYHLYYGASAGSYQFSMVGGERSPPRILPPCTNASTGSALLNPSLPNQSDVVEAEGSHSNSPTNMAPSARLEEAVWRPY
Target sequence (Q13951 whole entry, looked up): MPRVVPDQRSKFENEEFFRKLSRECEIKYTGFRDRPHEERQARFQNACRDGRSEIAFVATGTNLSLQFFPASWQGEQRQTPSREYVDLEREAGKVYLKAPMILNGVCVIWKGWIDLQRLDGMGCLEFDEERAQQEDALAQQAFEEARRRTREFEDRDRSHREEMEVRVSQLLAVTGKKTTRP
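Interaction loss through any mechanism counts as activity. Pre-formed complex of His-CBF-beta and biotin-RUNX1 (30 nM apiece) is incubated with compound 15 min, then with 50 ng nickel and 50 ng streptavidin beads for 90 min before AlphaScreen detection.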
* marks the source's active call; other numbers are inactive results; u = inconclusive; x = not tested or not shown; & = joins results of further samples; [ ] = dose if it differs, or a comment. Unless noted, calls come from the whole dose curve; as a rule, active = well fitted curve in the direction sought with a large enough effect; inconclusive = small, poorly fitted or top-dose-only effect, or another doubt; inactive = no such curve, though single readings can be large; an effect the other way counts as inactive or inconclusive. Some of the compounds tested. The share of hits here may be higher or lower than overall.

SMILES	NPSR antagonist	Epigenetic derep	KinaseGlo FLuc	IMPase Li cell	Lamin A splicing	HTT aggregate	CBFb-RUNX1 inh
CCCc1nc2oc3c(N4CCNCC4)ncnc3c2c2c1CCCC2	8%[46.1 µM]	-0.1%	-4%	-3%[38.3 µM]	u	10%	-4%
O=C1CC(=O)N(c2cccc(F)c2)N1	-2%	0.0%	-5%	6%	14%[9.22 µM]	4%	-5%
COc1ccc(N2CCN(Cc3nc(N)nc(Nc4ccccc4OC)n3)CC2)cc1	-5%[46.1 µM]	0.0%	0%	-12%[38.3 µM]	u	11%	9%
COc1ccc(CN=C2NN=C(c3ccc(Cl)cc3)CS2)cc1	-13%	-1.4%	0%	1%	-21%[46 µM]	-9%	u
COC(=O)c1[nH]c2ccccc2c1NC(=O)c1ccccc1[N+](=O)[O-]	8%	0.0%	1%	-3%	-2%	17%	-7%
Cc1ccccc1N=CC1=C(O)c2ccccc2C1=O	-38%	-3.2%	13µM*	-1%	x	-7%[9.22 µM]	-1%
CCOc1ccccc1C(=O)Nc1ccc(S(=O)(=O)N2CCOCC2)cc1	-13%[46.1 µM]	-1.0%	-1%	26%[38.3 µM]	-3%	-10%	-5%
CC(C)NC(=O)NC(=O)COC(=O)c1cc[n+]([O-])cc1	20%	3.2%	1%	-6%	-16%[46 µM]	16%	2%
CCn1ncc(Br)c1C(=O)Nc1cc([N+](=O)[O-])ccc1C	4%	-0.7%	2%	-2%	8%	6%	-6%
O=S(=O)(NCc1ccco1)c1ccc(S(=O)(=O)N2CCCC2)cc1	4%	-1.1%	-2%	0%	x	-13%[9.22 µM]	0%
O=C(NCc1ccccn1)/C(=N/O)c1ccccc1	8%[46.1 µM]	0.0%	-1%	-14%[38.3 µM]	6%	2%	-3%
O=C(COC(=O)c1ccc2[nH]c3c(c2c1)CCCC3)Nc1ccccc1	-9%	5.5%	2%	4%	u	-12%	-1%
O=C(Cc1cccc2ccccc12)NCCC1=CCCCC1	-5%	0.0%	0%	-5%	-13%	8%	16%
Cc1ccc(S(=O)(=O)C2C(=O)N(C)C3(C)CC2c2ccccc2O3)cc1C (stereo not drawn)	-15%[46.1 µM]	-0.9%	x	x	-12%	u	5%
COC(=O)Cn1c2ccc(F)cc2c2nc(C)sc21	-7%[46.1 µM]	-1.0%	-2%	-8%[38.3 µM]	u	6%	-1%
C=CCCC(=O)Nc1nc(C)c(-c2csc(Nc3cc(OC)ccc3OC)n2)s1	-4%[46.1 µM]	-1.1%	8%	30%[activator][38.3 µM]	u	10µM*	-27%
Cc1cccc(N2CCN(c3nc4ccc(Cl)cc4n4cnnc34)CC2)c1C	-7%	5.7%	-3%	13%	-1%	u	-2%[2.36 µM]
CC1CC(=O)C2=C(C1)Nc1nc3ccccc3n1C2c1cccnc1 (stereo not drawn)	-20%	0.0%	-3%	-13%	-12%[46 µM]	x	0%
CCOC(=O)c1cc(-c2ccccc2)n(CC(=O)Nc2ccc(OC)c(OC)c2)c1C	-17%	5.2%	-2%	4%	u	16%	-13%
CN1CC(c2ccccc2)C(c2ccc(Cl)cc2)=N1 (stereo not drawn)	-3%	-1.3%	-4%	7%	6%	-27%	12%

At a glance, some entries already given:
SMILES	NPSR antagonist	Epigenetic derep	KinaseGlo FLuc	IMPase Li cell	Lamin A splicing	HTT aggregate	CBFb-RUNX1 inh
CCOc1ccccc1C(=O)Nc1ccc(S(=O)(=O)N2CCOCC2)cc1	-13%[46.1 µM]	-1.0%	-1%	26%[38.3 µM]	-3%	-10%	-5%
CC(C)NC(=O)NC(=O)COC(=O)c1cc[n+]([O-])cc1	20%	3.2%	1%	-6%	-16%[46 µM]	16%	2%

(list continues)
SMILES	NPSR antagonist	Epigenetic derep	KinaseGlo FLuc	IMPase Li cell	Lamin A splicing	HTT aggregate	CBFb-RUNX1 inh
O=C(NC1=NCCS1)c1ccc(-c2ccc(Cl)cc2)o1	-11%[46.1 µM]	1.5%	-3%	-13%[38.3 µM]	7%	0%	-10%
NC(=NCCCCCCN=C(N)/N=C(\N)Nc1ccc(Cl)cc1)/N=C(\N)Nc1ccc(Cl)cc1	x	2.7%	-8%	32%&18%&6%[activator]	u	14µM*	3%
O=C1C(NS(=O)(=O)c2cccs2)=C(N2CCN(c3cccc(Cl)c3)CC2)C(=O)c2ccccc21	-14%[46.1 µM]	1.5%	-22%	41%[activator][38.3 µM]	u	-15%	u
CCCCS(=N)(=O)CCC(N)C(=O)O (stereo not drawn)	14%[46.1 µM]	-1.2%&1.1%	0%&-3%	8%&-6%	u	x	-4%&25%
COc1cc(NC(=S)Nc2ccccn2)c(OC)cc1Cl	-16%	-1.5%	-1%	-3%	-2%[46 µM]	2%	12%
COc1ccc(C(=O)COC(=O)CCc2nc3ccccc3[nH]c2=O)cc1Br	8%	2.9%	5%	-12%	-6%[46 µM]	-16%	16%
CC(=O)c1cccc(NC(=O)NNC(=O)c2ccc(Cl)cc2Cl)c1	16%	-1.3%	1%	3%	x	11µM*	5%
CCOc1cc(/C=C2\N=C(C)OC2=O)cc(Br)c1OCC(=O)OC	-6%[46.1 µM]	-1.4%	-5%	-1%[38.3 µM]	-4%	0%	-4%
C=CCON/C(CCC)=C1\C(=O)CC(C)(C)CC1=NC	-21%	2.0%	x	x	x	-7%[9.22 µM]	2%
COc1ccc(CC(=O)NCc2csc(-c3cccs3)n2)cc1OC	6%	3.8%	x	x	x	-7%[9.22 µM]	1%
CCN1CCN(Cc2ccc(NC(=O)c3ccc(C)c(NC(=O)c4csc(-c5ccncc5)n4)c3)cc2C(F)(F)F)CC1	5%	-4.7%	x	x	x	-15%[9.22 µM]	u
COc1cccc(OCCCN2CCCCCC2)c1	-4%	-2.4%	0%	18%	x	9%	12%
COCCOC(=O)c1c(C)oc2ccc(OC(=O)c3ccc4c(c3)OCO4)cc12	-9%[46.1 µM]	2.5%	1%	26%[38.3 µM]	-4%	-9%	u
O=C(Nc1ccccn1)c1ccc2ccccc2n1	-4%[46.1 µM]	-1.0%	u	1%[38.3 µM]	-4%	18%	6%
Cc1ccccc1/C=N\NC(=O)c1csnn1	-15%[46.1 µM]	-0.9%	-9%	3%[38.3 µM]	-4%	0%	-7%
CCOC(=O)N1CCC2(CC1)C(C#N)=C(N)Oc1c2sc2nc(C)cc(C)c12	u	-0.2%	-1%	27%[38.3 µM]	2%	12%	-1%
O=C(Nc1nnc(COc2ccc(Cl)cc2)s1)c1ccc([N+](=O)[O-])cc1	-7%[46.1 µM]	0.0%	2%	-11%[38.3 µM]	6%	16%	-4%
CSc1nnc([C@@H]2CCCN2C(=O)OC(C)(C)C)o1	22%	-4.7%	1%	-11%	u	5%	15%
Clc1ccc(-c2nn3c(-c4ccccn4)nnc3s2)c(Cl)c1	-18%[46.1 µM]	0.3%	0%	0%[38.3 µM]	3%	8%	0%
O=C(Nc1cccc(O)c1)C(Cc1ccccc1)N1C(=O)c2cccc3cccc(c23)C1=O (stereo not drawn)	6%	-1.1%	2%	25%	-21%	11%	-1%
CCOC(=O)N/N=C/c1cn(Cc2ccccc2Cl)c2ccccc12	-19%	2.8%	3%	14%	u	-16%	2%
CC1CCCN(C(=O)CSCC(=O)N=c2sc3ccccc3n2C)C1 (stereo not drawn)	-1%[46.1 µM]	0.0%	1%	35%[38.3 µM]	-8%	-8%	0%
O=Cc1cn(-c2ccccc2)nc1-c1cc2ccccc2oc1=O	-8%[46.1 µM]	1.4%	2%	23%[38.3 µM]	-4%	-1%	4%
COc1cc2nc(CN3CCN(C(C)=O)CC3)[nH]c(=O)c2cc1OC	13%	3.2%	-2%	1%	-13%[46 µM]	26%	6%
Cc1ccc2c(CSc3nnc4ccccn34)cc(=O)oc2c1C	3%	-1.1%	-5%	-3%	7%	-1%	4%
Cc1ccc(/C=N/NC(=O)c2c[nH]c3ccccc23)s1	-14%[46.1 µM]	0.0%	-1%	-1%[38.3 µM]	-3%	16%	2%
NC(Cc1cccc(-c2ccccc2CP(=O)(O)O)c1)C(=O)O (stereo not drawn)	-7%[46.1 µM]	1.0%	-3%	4%	u	x	5%
COC(=O)c1cc(C(=O)Nc2ccc(S(=O)(=O)NC(C)(C)C)cc2)cc([N+](=O)[O-])c1	9%	0.0%	0%	4%	-1%	-13%	-4%
CC(=O)c1ccc(C(=O)N2CCc3c([nH]c4ccccc34)C2c2cccc(C)n2)s1 (stereo not drawn)	u	5.0%	x	x	x	8%[9.22 µM]	-19%
CCCCn1c(=O)c(CCC(=O)OCC(=O)NC(C)c2ccccc2)nc2ccccc21 (stereo not drawn)	-8%	0.9%	-1%	15%	13%[46 µM]	13%	-6%
CCc1ccc(NC(=O)CN(N=Nc2nonc2C)c2nonc2C)cc1	-14%	-0.1%	-3%	5%	-23%[46 µM]	6%[9.22 µM]	4%
C=CCn1c(SCC(=O)N2CC(=O)Nc3ccccc32)nc2scc(-c3ccccc3)c2c1=O	-26%[46.1 µM]	-1.0%	3%	4%[38.3 µM]	3%	-24%	-14%
COC(=O)c1[nH]c2ccc(Cl)cc2c1NC(=O)CN1CCc2cc(OC)c(OC)cc2C1	-22%[46.1 µM]	0.0%	0%	23%[38.3 µM]	-3%	u	4%
CCn1c(SCC(=O)NC(C)(C)C)nnc1-c1ccccn1	-16%[46.1 µM]	-1.8%	-5%	18%[38.3 µM]	9%	24%[9.22 µM]	-3%
COC(=O)c1ccc(CSc2nnc(NCc3ccccc3)s2)o1	-7%[46.1 µM]	0.0%	3%	-3%[38.3 µM]	1%	-2%	-2%
NC(=O)COC(=O)c1cc(S(=O)(=O)N2CCN(c3ccccc3)CC2)ccc1Cl	-1%	0.0%	-2%	0%	5%[46 µM]	3%	-12%
COc1ccc(OC(C)C(=O)NC2CC(C)(C)NC(C)(C)C2)cc1 (stereo not drawn)	-2%[46.1 µM]	-1.1%	-1%	19%[38.3 µM]	2%	-8%	1%
Nc1nc(=S)c2ncn(C3OC(CO)C(O)C3O)c2[nH]1 (stereo not drawn)	-9%	1.1%	x	x	-20%[46 µM]	-8%[9.22 µM]	u
CNc1nc(N2CCc3ccccc32)ncc1F	0%[46.1 µM]	3.8%	-28%	11%[38.3 µM]	u	18%	2%
Cc1ccc2nsnc2c1NC(=O)c1cncc(Br)c1	-21%	-0.3%	-1%	-19%	x	-6%	3%
CC(C)(C)NC(=O)C(c1ccncc1)N(C(=O)Cn1nnc(-c2ccc(F)cc2)n1)c1ccc(F)cc1 (stereo not drawn)	-48%	4.5%	-1%	10%	10%[46 µM]	-12%[9.22 µM]	0%
